Screens from PubChem BioAssay.
p53ts 32C tox: kills p53ts cells at the permissive temperature | H1299-p53A138V at 32C, ATP luminescence viability, 24 h | Potency, µM (highest dose often 46.1 µM), for inactives: at the top dose activity change, negative = cytotoxicity, hits mostly cytotoxic | 130,000 tested, 0.93% active;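 also: 0% = DMSO and -100% = full killing by reference compound; nearly all actives have a fitted effect of over 55% in size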
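Cells: H1299 p53ts (A138V), 600/well, pre-incubated 16–30 h at 37C. Cpd up to 46 uM, 24 h, 32C. Readout: ATPlite luminescence, 20 min RT. Normalization: DMSO vs tamoxifen 100 uM. AC50 by Hill equation.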
IkB sig inh: inhibitors of IkB signaling in ABC-DLBCL cells; ABC-DLBCL IkBa-CBG/CBR dual luciferase ratio, 4 h; response scale: scaled: untreated 0%, proteasome inhibitor 100%; Potency, µM (titrated, usually from 57.1 µM), for inactives: at the highest dose IkBa stabilization activation; 110,000 tested, 0.04% active; active = well fitted curve in the direction sought with a large enough effect in the signal ratio, not every such curve was filed as active; inconclusive = small, poorly fitted or top-dose-only effect, or a change in a side signal; the % refers to the signal ratio;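 also: the direction sought is a rising ratio; 0% = basal untreated cells and 100% = reference inhibitor full response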
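Curves were fitted separately to fusion (green), unfused (red) and ratio luminescence, then classed by r2, magnitude and activity. Cells: OCI-Ly3, 4 h compound plus doxycycline at 37C; 10 uM MG-132 defined full response.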
Imprint erasure: inducers of genomic imprint erasure in mouse ES cells | mouse ES Peg3-LacZ reporter, beta-gal luminescence, 40 h | Potency, µM (titrated, usually from 60.7 µM), without a hit: top-dose activity change, positive = activation, actives largely listed as activators | 110,000 tested, 0.02% active | AID 1948;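 also: 0% = negative control wells on the plate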
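Readout: BetaGlo luminescence (5 min, room temp) for LacZ from the normally silent maternal Peg3 allele in female Peg3LacZ-Neo ES cells. Cells 300/well, 40 h, 37C, 5% CO2. Data normalized per plate to negative controls.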
p53ts 39C tox: kills p53ts cells at the nonpermissive temperature; H1299-p53A138V viability at 39C, ATP luminescence, 24 h; Potency, µM (titrated, usually from 46.1 µM), for inactives: at the highest dose activity change, negative = cell killing, most hits filed as cytotoxic; 130,000 tested, 1.5% active; also: nearly all actives have a fitted effect of over 55% in size
Active calls of the source: *; ? = inconclusive; . = no result given; [ ] = another dose, or the depositor's remark. Unless noted, calls follow the shape of the dose curve; as a rule, active = well fitted curve in the direction sought with a large enough effect; inconclusive = small, poorly fitted or top-dose-only effect, or another doubt; inactive = no such curve, though single readings can be large; an effect the other way counts as inactive or inconclusive. Unless noted, % is scaled to controls: 0 for no effect and ±100 for the full control effect; potency is read from the fitted curve at half-maximal effect.

Order of values: p53ts 39C tox	Imprint erasure	IkB sig inh	p53ts 32C tox
1) O=C(COc1ccccc1F)Nc1ccc2oc(-c3cccc(Cl)c3)nc2c1
  -3%	-5%[10.9 µM]	-2.2%	-1%
2) Fc1ccc(C2=Nn3c(nnc3-c3n[nH]c4c3CCC4)SC2)cc1
  -3%	-7%	5.2%	15%
3) CCCCc1c(C)nn(-c2nnc3c4ccccc4n(CC)c3n2)c1C
  -10%	-22%	3.9%	-27%
4) Cc1ccc(S(=O)(=O)N(CC(=O)N2CCOCC2)C2CCCCC2)cc1
  4%	-3%	3.4%	-1%
5) N#Cc1ccc(CN2CC[C@@]3(CCCN(C(=O)c4cccc(F)c4)C3)C2)cc1
  -10%	.	-1.1%[11.4 µM]	-11%
6) COc1cccc(-c2cncnc2NCCc2c[nH]c3ccc(OC)cc23)c1
  -1%	-15%	4.9%[11.4 µM]	-18%
7) Cc1ccccc1CNC(=O)CCS(=O)(=O)c1cc2c3c(c1)CCN3C(=O)CC2
  25%	12%[10.9 µM]	?	-1%
8) Cc1cc(C)c(S(=O)(=O)N(C)CC(N)=O)c(C)c1
  -3%	-3%	1.1%	0%
9) Cc1cc(=O)c2cccc(Br)c2[nH]1
  19%	.	.	9%
10) CC(C)(C)OC(=O)N1CCC(c2c(C(=O)N3CCN(c4ncccn4)CC3)cnn2-c2cccc(F)c2)CC1
  -21%	?	?	1%
11) CC1(C)CC2C1CCC1(C)OC2(C)CCC1O (configuration not stated)
  -3%	-2%	.	3%
12) CC(C)C(NS(=O)(=O)c1ccc2c3c(cccc13)C(=O)N2)C(=O)O (configuration not stated)
  13%	-2%	3.3%	8%
13) COc1ccc(C(=O)OC(COc2ccccc2)Cn2ccnc2)cc1 (configuration not stated)
  -25%	.	.	-16%
14) Cc1c(C)c2c(c(C)c1O)CC[C@@](C)(C(=O)O)O2
  1%[20.6 µM]	-8%[16.8 µM]	0.9%[25.6 µM]	5%[20.6 µM]
15) O=C(Nc1nnc(S(=O)(=O)N2CCOCC2)s1)c1ccccc1Cl
  -10%	-10%[10.9 µM]	0.9%	-7%
16) CC1(C)Nc2ccccc2N(CCC(=O)N2CCOCC2)C1=O
  6%	0%	0.7%	5%
17) Cc1ccc(-c2cn3c(n2)sc2cc(C(=O)NC4CCCCC4)ccc23)cc1
  14%	-17%[10.9 µM]	?	-1%
18) CCN(CCCNC(=O)c1cc2c(=O)[nH]c3ccc(C)cc3c2s1)c1ccc(C)cc1
  -14%	-9%[10.9 µM]	1.8%	0%
19) CCCCOc1ccc(OCCCN2CCOCC2)cc1
  -14%	-27%	-0.8%[25.6 µM]	-18%
20) Cc1ccc(SCC(=O)Nc2cccc(-c3nc4cc(Cl)ccc4o3)c2C)cc1
  ?	-7%[10.9 µM]	-0.1%	-6%
21) CC(C)C(=O)Nc1cccc(C(=O)Nc2nnc(C(C)C)s2)c1
  -5%	.	.	9%
22) O=C(Nc1ccc(Cl)cn1)c1cccnc1
  0%	-67%[inhibitor]	2.5%	-8%
23) O=C(c1cccs1)N1CCN(Cc2cccnc2)CC1
  3%	-12%	0.6%	10%
24) COc1ccc(-n2c(SCC(=O)NCc3ccccc3)nc3c([nH]c4ccccc43)c2=O)cc1
  ?	-13%[10.9 µM]	3.0%	3%
25) COC(=O)C1=C(C)NC2=C(C(=O)CC(C)(C)C2)C1c1ccsc1 (configuration not stated)
  7%	.	.	-1%
26) CCOc1ccc2noc3c2c1C(=O)c1ccccc1-3
  -19%	-14%	-1.0%	-15%
27) CCOCC(=O)Nc1nc2c(s1)C(=O)CC(C)(C)C2
  -2%	19%	0.9%	1%
28) CC(=O)O[C@@]1(C(C)=O)CCC2C3C=C(C)C4=CC(=O)CCC4(C)C3CCC21C (some centres not stated)
  7%	-15%	.	16%
29) COc1ccccc1OCC(=O)Nc1ccc(O)cc1C(=O)O
  8%	-15%	?	7%
30) CCCOC(=O)CSc1nnc(-c2ccccc2)o1
  ?	-13%[10.9 µM]	-3.1%	3%
31) CCCCOC(=O)c1ccc(NC(=O)c2csnn2)cc1
  8%	-10%[10.9 µM]	-1.0%	2%
32) COc1cccc(NC(=O)CSc2nnc3scc(-c4ccc(Cl)cc4)n23)c1
  -13%	-12%[10.9 µM]	?	9%
33) CCOc1ccccc1NC(=O)Nc1nnc(N2CCCCCC2)s1
  ?	-18%[10.9 µM]	?	?
34) Fc1ccc(-n2nc(-c3ccccc3)c3cnc4ccccc4c32)cc1Cl
  -3%	?	0.3%	13%
35) Cc1cc(S(=O)(=O)N2CCCC2)ccc1OCC(=O)N1CCOCC1
  13%	-5%	0.0%	-1%
36) Cc1ccc2oc(=O)c3cc(C(=O)N4CCN(c5ccccc5)CC4)sc3c2c1
  8%	5%[10.9 µM]	-1.2%	3%
37) CN(c1ncnc2c1c(-c1ccccc1)cn2-c1cccc(Cl)c1)C1CCCCC1
  33%[activator]	-6%[10.9 µM]	?	-1%
38) CCOC(=O)/C(C#N)=C1/C=Nc2ccccc2N1
  0%	-79%[inhibitor]	?	-7%
39) O=C(O)c1ccoc1CN1CCCCC1
  -8%	.	.	2%
40) CC(C)n1c(SCc2ccc(Cl)cc2)nc2c1c(=O)[nH]c(=O)n2C
  -12%	-5%	0.1%	-12%
41) CCOC(=O)C(NC(=O)CCC(=O)Nc1ccc(S(N)(=O)=O)cc1)C(O)c1ccccc1 (configuration not stated)
  3%	-4%	-0.8%	-3%
42) CCOC(=O)C1=C(C)N=C2SCCC(=O)N2C1c1ccc(OCc2ccccc2)cc1 (configuration not stated)
  29%	-5%[10.9 µM]	?	7%
43) COc1cc(N[C@@H](C)CCCN)c2ncccc2c1
  ?	-40%[inhibitor][16.8 µM]	?	-15%[20.6 µM]
44) CN(C(=O)c1cc2c(=O)oc3ccccc3c2s1)c1ccc(F)cc1
  -17%	-7%[10.9 µM]	-1.9%	1%
45) N[C@@H](Cc1ccccc1)c1nnc(SCc2ccccc2Cl)o1
  -1%	6%	-1.0%	-10%
46) O=C(OCc1nc2ccccc2c(=O)[nH]1)c1cccs1
  2%	-11%	0.4%	-13%
47) O=C(c1ccccc1Cl)n1nc(-c2ccco2)nc1NCc1cccs1
  -17%	-13%[10.9 µM]	-2.2%	3%
48) CCOC(=O)c1c(C)[nH]c(CCC(=O)NCc2ccccc2Cl)c1C
  -5%	8%[10.9 µM]	?	1%
49) O=C(CN1CCCN(Cc2ccc(F)cc2)S1(=O)=O)NCc1ccccc1Cl
  -26%	8%[10.9 µM]	?	2%
50) CCN1CCN(C(=O)c2cnn(-c3cccc(Cl)c3)c2C2CCN(C(=O)OC(C)(C)C)CC2)CC1
  0%	-4%[10.9 µM]	?	-4%
51) COc1cccc(CNC(=O)CCn2c(=O)c3cccn3c3cccnc32)c1OC
  -9%	-12%[10.9 µM]	-0.8%	-2%
52) CCSc1nc2c(c(=O)[nH]1)C(c1cccnc1)C(C(=O)OC)=C(C)N2 (configuration not stated)
  -7%	-3%	-1.3%	0%
53) CCCNC(=O)CS(=O)Cc1nc(-c2ccccc2C)oc1C (configuration not stated)
  3%	6%	0.0%	1%
54) O=C1c2cc([N+](=O)[O-])ccc2-c2ccc3c4ccc5c6c(ccc(c7ccc1c2c73)c64)C(=O)c1cc([N+](=O)[O-])ccc1-5
  -6%[9.22 µM]	-7%[10.9 µM]	0.2%[11.4 µM]	13%[9.22 µM]
55) CCN(c1cccc(C)c1)S(=O)(=O)c1ccc2c(c1)NC(=O)CCS2
  12%	-1%[10.9 µM]	?	9%
56) O=C(N1CCCCCC1)n1c(Cc2ccccc2)nc2ccccc21
  -1%	.	.	1%
57) O=C(Cn1cc(/C=N/O)c2ccccc21)N1CCOCC1
  -1%	-1%	2.6%	7%
58) CCOCCCNc1nc2c([nH]1)c(=O)n(C)c(=O)n2C
  18%	-10%	-3.6%	9%
59) CCCC(=O)Nc1cccc(NC(=O)c2ccc3c(c2)OCO3)c1
  -17%	-61%[inhibitor]	?	-14%
60) O=C(Cn1cc2c(n1)CCCC2)NCc1ccccn1
  2%	?	18%	3%

Further compounds
Order of values: p53ts 39C tox	Imprint erasure	IkB sig inh	p53ts 32C tox
61) Cc1ccccc1NC(=O)Cn1c(=O)n(CCCCCC(=O)NCc2ccccc2Cl)c(=O)c2sccc21
  -22%	15%[10.9 µM]	22%	-27%
62) COc1ccc(S(=O)(=O)Nc2cccc(NC(C)=O)c2)cc1
  -12%	-21%	9.1%	-6%
63) CC(C)C(OC(=O)c1cccs1)C(=O)NC1CCCCC1 (configuration not stated)
  0%	.	.	-7%
64) CCC12CC3CC(C1)CC(C(=O)Nc1nn[nH]n1)(C3)C2
  -3%	-6%	2.1%	2%
65) CCOC(=O)C1CCN(S(=O)(=O)c2ccc(OCC)cc2)CC1
  -10%	-6%	1.2%	4%
66) COCCNC(=O)C1CC(=O)N(c2ccc(F)c(Cl)c2)C1 (configuration not stated)
  5%	-3%	-1.3%	4%
67) CN1CCCC(OC(=O)c2cc(Br)ccc2Cl)C1 (configuration not stated)
  -4%	-12%	0.5%	-1%
68) COc1ccc(OC)c(NC(=O)c2c(NCc3ccc(N(C)C)cc3)sc3c2CCCC3)c1
  55%[activator]	-5%[10.9 µM]	-2.3%	16%
69) COc1ccc(-c2csc3nc(-c4ccccc4C)oc(=O)c23)cc1OC
  -15%	-12%[10.9 µM]	?	-2%
70) CC(CCC(=O)O)C1CCC2C3CC(O)[C@@H]4CC(O)CC[C@]4(C)C3CC[C@@]12C (some centres not stated)
  6%	8%	.	10%
71) CCOC(=O)C1CCN(C(=O)CSCc2nc(-c3ccc(OCC)cc3)oc2C)CC1
  -25%	-20%	?	2%
72) CCOC(=O)c1sc(NC(=O)c2cc3c(C)nn(-c4ccccc4)c3s2)nc1C
  7%	4%	0.5%	-3%
73) Fc1ccc(-n2ncc3c(N4CCN(c5ccccc5F)CC4)ncnc32)cc1
  -8%	?	-1.2%	11%
74) CCN(CCNC(=O)C1CC(=O)N(CCc2ccccc2)C1)c1ccccc1 (configuration not stated)
  -1%	-18%	1.0%	11%
75) CN1CC(=O)N(CC(=O)NCc2ccc(F)cc2)c2ccccc2C1=O
  1%	-5%	0.4%	2%
76) O=C1OCCC1Sc1nnc(-c2cccs2)n1Cc1ccccc1 (configuration not stated)
  13%	0%	-0.5%	-12%
77) COc1cccc(NC(=O)c2ccco2)c1
  -7%	-75%[inhibitor]	6.5%	-20%
78) Cc1ccc(CNC(=O)Cn2nc(C)n3cccc3c2=O)cc1
  -10%	-14%[10.9 µM]	-0.1%	4%
79) O=C(COC(=O)c1ccc(Oc2ccccc2)cc1)Nc1nnc(-c2ccccc2)o1
  -18%	-13%	?	-10%
80) Cc1ccc(CCP(=O)(O)CN2CCCCC2)cn1
  -2%	.	.	-4%
81) COc1ccccc1N1CCN(c2ncnc3c2c(-c2ccccc2)cn3-c2cccc(C)c2)CC1
  34%[activator]	3%[10.9 µM]	0.5%	8%
82) CCOC(=O)N1CCN(C(=O)C2CCCN(S(=O)(=O)c3cc(C)ccc3OC)C2)CC1 (configuration not stated)
  8%	-16%	2.2%	9%
83) CCOC(=O)c1c(C)[nH]c(C(=O)COC(=O)CNC(=O)C2CCCCC2)c1C
  -13%	-10%	0.0%	0%

An excerpt of these results, field by field:
#72 CCOC(=O)c1sc(NC(=O)c2cc3c(C)nn(-c4ccccc4)c3s2)nc1C
  p53ts 39C tox: 7% | Imprint erasure: 4% | IkB sig inh: 0.5% | p53ts 32C tox: -3%

#73 Fc1ccc(-n2ncc3c(N4CCN(c5ccccc5F)CC4)ncnc32)cc1
  p53ts 39C tox: -8% | Imprint erasure: ? | IkB sig inh: -1.2% | p53ts 32C tox: 11%

#74 CCN(CCNC(=O)C1CC(=O)N(CCc2ccccc2)C1)c1ccccc1 (configuration not stated)
  p53ts 39C tox: -1% | Imprint erasure: -18% | IkB sig inh: 1.0% | p53ts 32C tox: 11%

#75 CN1CC(=O)N(CC(=O)NCc2ccc(F)cc2)c2ccccc2C1=O
  p53ts 39C tox: 1% | Imprint erasure: -5% | IkB sig inh: 0.4% | p53ts 32C tox: 2%

Random draw from the library; any-hit rate near 1.7%.
